MEKK2wt PB1 HTS = raises or lowers MEK5 binding to wildtype human MEKK2 PB1 domain; Q9Y2U5; bead flow cytometry, Alexa488-MEK5 binding to MEKK2 WT; actives lie on both sides; binding response (% of control), % at 10 µM; 1.1% of 290,000 active; AID 1531; in the data active means binding response below about 67% or above about 130%
PHOSPHO1 block = PHOSPHO1 (human) inhibition; Q8TCT1; recombinant PHOSPHO1, absorbance phosphatase assay; inhibition, % at 13.3 µM; 1.1% of 290,000 active; AID 1565; in the data active means inhibition above about 60%
Target sequence (Q8TCT1 whole entry, looked up): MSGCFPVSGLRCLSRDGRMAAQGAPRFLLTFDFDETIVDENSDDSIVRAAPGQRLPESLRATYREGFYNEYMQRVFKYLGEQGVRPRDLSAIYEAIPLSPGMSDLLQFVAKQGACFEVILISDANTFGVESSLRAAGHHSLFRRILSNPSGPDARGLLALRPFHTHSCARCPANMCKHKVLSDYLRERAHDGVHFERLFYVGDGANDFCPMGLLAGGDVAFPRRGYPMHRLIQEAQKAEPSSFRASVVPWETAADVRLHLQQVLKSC
DNA FID counter = fluorescent intercalator displacement, NS3 helicase counter-screen; inhibition, % at 7.9 µM; 0.17% of 290,000 active; AID 1845; DNA fluorescent intercalator displacement, fluorescence; in the data active means inhibition above about 37%;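 further: 0% = vehicle and 100% = reference compound; higher means more ethidium bromide displaced from hairpin DNA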
GPR7 antagonist = blocks human GPR7 receptor signaling. GPR7-expressing cells, fluorescence antagonist assay. inhibition, % at 4.4 µM. 1.1% of 290,000 active; in the data active means inhibition above about 16%, passing the limit was not always enough;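 further: cells stimulated with the agonist NPW; 0% = agonist with vehicle and 100% = vehicle without agonist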
MEKK2 mut-MEK5 = signal of MEK5 binding to mutant human MEKK2 PB1 domain. bead flow cytometry, Alexa488-MEK5 binding to MEKK2 mutant. percent response, % at 10 µM. 0.35% of 290,000 active. AID 1530; in the data active means percent response above about 24%, passing the limit was not always enough; further: inactives centre near 1; some results filed as inactive read as strong as hits; reference of the scale not given here
OXTR ag = human OXTR agonism | P30559 | CHO-OTR cells, Fluo-8 calcium fluorescence; normalized: DMSO 0%, oxytocin 100% | activation, % at 3 µM | 0.32% of 320,000 active;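 active means activation above the mean of all tested compounds plus 3 SD, cutoff set per screening run, cut at about 20% in these data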;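 further: peak over basal fluorescence ratio from a 100 s FLIPR kinetic read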
MEKK3 PB1 HTS = MEKK3-MEK5 PB1 interaction, increase or decrease; bead-based flow cytometry, Alexa488-MEK5 binding to MEKK3; actives lie on both sides; 0 = blocked by unlabeled MEK5, 100 = vehicle; Q99759; AID 1529; 1.4% of 290,000 active; binding response (% of control), % at 10 µM;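 active means binding response more than 3 SD above or below the average of its plate-row segment, actives on both sides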;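 further: Alexa488 bead fluorescence after subtracting the streptavidin-only scavenger bead signal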
Target sequence (Q99759 whole entry, looked up): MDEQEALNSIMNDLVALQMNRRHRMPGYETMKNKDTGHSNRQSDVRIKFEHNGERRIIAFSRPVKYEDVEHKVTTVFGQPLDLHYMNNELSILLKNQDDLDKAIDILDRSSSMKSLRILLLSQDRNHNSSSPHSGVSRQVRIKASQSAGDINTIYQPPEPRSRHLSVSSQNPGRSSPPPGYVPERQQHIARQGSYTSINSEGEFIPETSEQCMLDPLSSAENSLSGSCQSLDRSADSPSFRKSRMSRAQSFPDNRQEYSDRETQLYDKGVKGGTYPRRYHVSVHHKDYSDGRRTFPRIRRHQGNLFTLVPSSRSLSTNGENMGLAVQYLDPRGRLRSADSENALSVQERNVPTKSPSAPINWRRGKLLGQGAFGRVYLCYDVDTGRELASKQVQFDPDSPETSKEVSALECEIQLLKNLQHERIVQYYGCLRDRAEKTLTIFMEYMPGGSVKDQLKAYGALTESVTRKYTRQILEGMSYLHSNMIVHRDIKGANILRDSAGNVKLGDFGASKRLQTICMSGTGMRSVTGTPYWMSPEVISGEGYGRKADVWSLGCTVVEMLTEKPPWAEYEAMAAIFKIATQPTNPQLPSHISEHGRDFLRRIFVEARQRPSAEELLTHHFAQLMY
NALP1 yeast inh = blocks the NALP1 inflammasome reconstituted in yeast. S. cerevisiae NALP1/ASC/caspase-1 growth, X-gal OD620, 72 h. inhibition, % at 10 µM. 0.61% of 280,000 active. AID 2071; in the data active means inhibition mostly above about 24%, no sharp cut-off; inactive means mostly below about 32%; further: some compounds called inactive have numbers as strong as hits
M18AAP inhibitor = blocks P. falciparum M18 aspartyl aminopeptidase. recombinant PfM18AAP, H-Glu-NHMec fluorogenic cleavage. inhibition, % at 7.35 µM. 1.2% of 290,000 active;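 active means inhibition above the campaign mean inhibition over all tested compounds plus 3 SD, cut at about 28% in these data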;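 further: 0% = plate median of test compound wells and 100% = 2 mM ZnCl2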
* marks the source's active call; other numbers are inactive results; . = no result given; [ ] = another dose, or the depositor's remark.

SMILES	MEKK2wt PB1 HTS	PHOSPHO1 block	DNA FID counter	GPR7 antagonist	MEKK2 mut-MEK5	OXTR ag	MEKK3 PB1 HTS	NALP1 yeast inh	M18AAP inhibitor
COc1cc2cc(CN(Cc3nnnn3Cc3ccccc3)CC3CCCO3)c(=O)[nH]c2cc1OC (stereo unspecified)	105	29	-5	12	5	.	101	21	20
O=c1ccc2cc(S(=O)(=O)NCc3ccccc3)ccc2[nH]1	97	23	-2	9	0	0.2	100	24	0
CCOC(=O)/C(C#N)=C1/C=CNC(=O)N1	92	-18	-1	-15	-3	0.8	100	-8	-6
O=C(NNc1cccc(Cl)n1)Nc1cccc(Cl)c1	99	4	-4	8	-2	2.0	102	-4	52*
CC(C)(C)C(=O)Nc1c(Cl)cccc1OC(F)(F)F	100	-41	4	-9	-6	-0.5	99	6	1
O=C(CNC(=O)c1cccc(Br)c1)N/N=C/c1cccnc1	103	22	-4	-4	1	1.0	104	21	-9
CCCOc1ccc(-c2nc(SCc3ccccc3)[nH]c(=O)c2C#N)cc1OC	94	39	-20	-10	3	-1.0	95	1	-4
O=c1[nH]n(-c2ccc([N+](=O)[O-])cc2)c(=O)c2ccccc12	97	16	-8	-5	-3	0.2	100	2	35*
Cc1cc(C(=O)O/N=C(\N)c2ccc(C(C)(C)C)cc2)no1	82	24	0	-20	-29	-1.4	86	19	2
COc1cc(OC)cc(-c2nnc(NC(=O)c3ccc4c(c3)OCCO4)o2)c1	107	63*	-16	-1	3	-0.7	99	-1	2
COC(=O)c1cc2ccccc2n1Cc1ccc(Cl)nc1	104	46	-23	3	6	-1.8	107	5	0
Cc1ccccc1NC(=O)c1ccc(NC(=O)c2ccco2)cc1	100	0	-10	-8	1	1.7	93	49	-5
CC(C)CNC(=O)CC(=O)N/N=C/c1ccc(F)cc1	100	0	-3	-10	0	2.3	107	25	7
Cc1[nH]c2ccccc2c1Cc1nnc(SCc2ccccc2)o1	101	31	-29	10	0	-1.3	100	-2	6
CN1C(=O)c2ccccc2C(C(=O)NCc2ccco2)C1c1c[nH]c2ccccc12 (stereo unspecified)	102	-7	-7	4	12	-0.9	102	5	0
O=C(CSc1nnc(-c2ccc(C(F)(F)F)cn2)o1)Nc1cccc(Cl)c1	97	27	-8	-9	2	-0.9	104	.	2
Cn1c2c(c(=O)n(C)c1=O)C1c3cc(Cl)ccc3OCC1CO2 (stereo unspecified)	98	12	-8	-1	6	-1.6	99	-15	-3
CC(=O)c1cccc(NC(=O)N2CCC(NC(=O)C3CCCCC3)CC2)c1	97	15	-20	-8	-1	-0.2	99	7	-4
COc1cccc(C2CC(=O)Nc3cc4c(cc32)CCC4)c1 (stereo unspecified)	105	-139	-28	5	0	-0.1	100	11	1
COc1ccccc1CC(=O)Nc1cccc(C(=O)NN2C(=O)c3ccccc3C2=O)c1	117	-4	-3	-3	14	-0.6	103	29	-7

Profiles, looked up by structure. Screens in order: MEKK2wt PB1 HTS, PHOSPHO1 block, DNA FID counter, GPR7 antagonist, MEKK2 mut-MEK5, OXTR ag, MEKK3 PB1 HTS, NALP1 yeast inh, M18AAP inhibitor
Cc1[nH]c2ccccc2c1Cc1nnc(SCc2ccccc2)o1 is listed as 101, 31, -29, 10, 0, -1.3, 100, -2, 6
O=C(CSc1nnc(-c2ccc(C(F)(F)F)cn2)o1)Nc1cccc(Cl)c1 is listed as 97, 27, -8, -9, 2, -0.9, 104, ., 2
CC(=O)c1cccc(NC(=O)N2CCC(NC(=O)C3CCCCC3)CC2)c1 is listed as 97, 15, -20, -8, -1, -0.2, 99, 7, -4
CC(C)CNC(=O)CC(=O)N/N=C/c1ccc(F)cc1 is listed as 100, 0, -3, -10, 0, 2.3, 107, 25, 7
Cn1c2c(c(=O)n(C)c1=O)C1c3cc(Cl)ccc3OCC1CO2 (stereo unspecified) is listed as 98, 12, -8, -1, 6, -1.6, 99, -15, -3

Other structures
SMILES	MEKK2wt PB1 HTS	PHOSPHO1 block	DNA FID counter	GPR7 antagonist	MEKK2 mut-MEK5	OXTR ag	MEKK3 PB1 HTS	NALP1 yeast inh	M18AAP inhibitor
O=C(NCc1ccco1)C(c1cccnc1)N(C(=O)Cn1nnc2ccccc21)c1ccccc1 (stereo unspecified)	100	-5	-24	-1	2	-1.4	100	-8	0
Cc1cccc(C(=O)Nc2oc(-c3ccccc3)cc2C#N)c1	103	-17	0	2	0	1.8	103	28	-8
CCOc1ccc(C(=O)C[n+]2ccc(C(=O)NCc3ccccc3)cc2)cc1	103	17	1	0	-1	0.0	99	18	-1
Cn1/c(=N\NC(=O)c2ccccc2Cl)sc2ccccc21	105	11	-1	-20	4	-0.9	104	-6	-5
CC(=O)OCC(=O)C1=CCC2C3CCC4=CC(=O)C=CC4(C)C3(F)C(OC(C)=O)CC12C (stereo unspecified)	37*[inhibitor]	-1	-5	-6	-2	0.3	62*[inhibitor]	-10	-3
O=C1c2[nH]nc(-c3ccccc3O)c2C(c2cccc(O)c2)N1Cc1ccco1 (stereo unspecified)	95	-5	-19	-11	2	-0.9	100	17	-4
CCO/N=C(\C)c1c(O)cc(C(C)C)n(-c2ccccc2)c1=O	98	0	-10	-8	-3	0.3	97	23	0
O=C(NC1CCN(Cc2ccccc2)CC1)C1CCCN(c2nnc(-n3cccc3)s2)C1 (stereo unspecified)	124	14	10	-10	14	-1.5	104	39	4
Cc1ccc(-n2c(C)c3c(C)nnc(C)c3c2C)cc1C	102	5	-5	-6	7	-1.5	100	-7	1
Cc1cccc(C)c1NC(=S)NC(C)CCc1ccccc1 (stereo unspecified)	99	11	-15	0	15	-2.3	99	19	-11
COc1ccc2[nH]c(C(=O)NCCCn3ccnc3)cc2c1	96	.	0	3	-1	0.8	93	7	12
COc1ccc(NCc2ccc([N+](=O)[O-])s2)c(OC)c1	98	0	7	10	3	-1.8	101	52*	12
CCOC(=O)c1c(S(=O)(=O)Nc2ccc(F)cc2Cl)c(C)n(C)c1C	101	55	-29	-3	3	-3.1	102	10	0
Cc1cccc2cc(C(c3nnnn3C(C)(C)C)N3CCN(C(=O)c4ccco4)CC3)c(=O)[nH]c12 (stereo unspecified)	105	-21	1	-9	0	-0.3	99	10	5
Cc1cc2ncn(S(=O)(=O)c3ccc(S(=O)(=O)N4CCOCC4)cc3)c2cc1C	96	13	9	-17	3	4.9	98	16	-7
O=C(NCCCCNC(=O)c1cccs1)c1cccs1	104	-11	-6	13	2	0.6	103	28	-14
COCC(=O)N(C)C1(c2nnnn2CCOC(=O)Nc2ccc(Cl)cc2)CCCCC1	103	39	-8	3	1	-0.3	103	12	-5
COc1ccc(C2=NOC(c3nnc(-c4ccccc4)o3)C2)cc1 (stereo unspecified)	102	.	.	.	6	1.2	99	.	.
NC(=O)c1nsc(C(=O)N(Cc2cccnc2)C(C(=O)NC2CCCCC2)c2ccc(F)cc2)c1N (stereo unspecified)	97	27	-31	-8	2	-0.7	101	-2	5
O=C(NNS(=O)(=O)c1ccccc1)c1cnn(-c2ccc(Cl)cc2)c1C(F)(F)F	97	-3	-18	-10	1	1.2	101	11	7

Records above shown as hits in M18AAP inhibitor:
| molecule | MEKK2wt PB1 HTS | PHOSPHO1 block | GPR7 antagonist | MEKK2 mut-MEK5 | MEKK3 PB1 HTS | NALP1 yeast inh | M18AAP inhibitor |
| --- | --- | --- | --- | --- | --- | --- | --- |
| O=C(NNc1cccc(Cl)n1)Nc1cccc(Cl)c1 | 99 | 4 | 8 | -2 | 102 | -4 | 52* |
| O=c1[nH]n(-c2ccc([N+](=O)[O-])cc2)c(=O)c2ccccc12 | 97 | 16 | -5 | -3 | 100 | 2 | 35* |

(more compounds)
SMILES	MEKK2wt PB1 HTS	PHOSPHO1 block	DNA FID counter	GPR7 antagonist	MEKK2 mut-MEK5	OXTR ag	MEKK3 PB1 HTS	NALP1 yeast inh	M18AAP inhibitor
Oc1[nH]c2ccccc2c1N=Nc1ccc(C(F)(F)F)cn1	.	6	-1	0	.	0.5	.	8	5
COCCCNC(=O)/C(C#N)=C/c1c(N2CCN(c3ccccc3)CC2)nc2c(C)cccn2c1=O	108	28	-25	-10	6	-0.6	108	16	-10
Cn1c(=O)c2c(nc3n2CCCN3CCc2ccccc2)n(C)c1=O	101	49	-35	6	-1	0.5	101	9	1
COc1ccc(CN2CCC(C(=O)N(C)CCc3ccc(OC)c(OC)c3)CC2)c(OC)c1	103	-1	5	-6	5	0.2	100	6	1
COc1ccc(C)cc1NC(=S)N1CC(C)OC(C)C1 (stereo unspecified)	105	-11	-7	-14	5	0.6	100	2	4
C#CCNC(=O)C1=C[C@H](C2CC2)C[C@H](OCCCCO)O1	106	1	-2	-16	6	0.5	100	2	3
CC1CCC(NC(=O)C2CCC(CNS(=O)(=O)c3ccccc3)CC2)CC1 (stereo unspecified)	107	28	-40	0	3	.	103	8	-2
CC1=C(C(=O)OC(C)C)[C@@H](c2ccc(C)o2)NC(=O)N1	98	-7	-1	-7	-5	-0.6	101	12	-6
CC1CCN(S(=O)(=O)c2ccc(Cl)cc2Br)CC1	103	-14	-3	9	0	-1.4	106	-13	-16
Cc1cccc(N2CCN(Cc3nc(-c4ccccc4Cl)oc3C)CC2)n1	105	2	2	14	0	-1.6	101	-1	3
Fc1ccccc1-c1ccc(/C=N/Nc2nc3ccccc3[nH]2)o1	108	6	-6	-13	0	-1.0	92	52	8
CCN(CC)S(=O)(=O)c1ccc(NC(=O)COC(=O)c2ccc(Br)o2)cc1	90	-20	-12	1	-3	3.8	91	-9	-12
O=C1SCCC1NC(=O)C(c1ccccc1)c1ccccc1 (stereo unspecified)	105	12	-6	-6	2	-0.7	113	27	-11
CCn1c(C)nc2cc(C(=O)NNC(=S)Nc3ccccc3)ccc21	103	-83	-5	-13	3	1.3	102	-2	13
COc1ccc(S(=O)(=O)n2nc(OC(=O)c3cccs3)cc2N)cc1	97	-4	0	-1	-2	-1.2	98	13	-13
O=C(NC1CCCCC1)C1CCN(c2nnnn2-c2ccccc2)CC1	94	19	-29	-7	-5	0.7	96	11	-13
COc1ccc(CCNC(=O)[C@@H]2C[C@H]2c2ccccc2)cc1OC	92	0	-13	10	-6	-1.7	87	29	8
COc1cccc(-c2nc(CS(=O)CC(=O)O)c(C)o2)c1 (stereo unspecified)	99	15	-2	-3	-3	0.5	93	8	-2
O=C(Nc1ccccc1Sc1ccccc1)C1CCCO1 (stereo unspecified)	94	3	-13	-3	-1	-0.7	97	.	4
O=C(COc1ccccc1F)NC1CC1	108	3	1	-17	7	0.7	107	4	-9
CCS(=O)(=O)N1CCC(C(=O)Oc2ccccc2Br)CC1	102	.	-11	-18	5	0.8	103	14	-1
CC(C)(C)C(=O)/C(=C/c1ccc(Cl)cc1)n1cncn1	106	31	-20	-2	8	.	106	10	-8
COCCCNc1nc2c(c(=O)n(Cc3ccc(Cl)cc3)c(=O)n2C)n1C	104	19	-17	-13	4	-0.7	101	-10	7
CCCn1c(SCC(=O)NCc2ccccc2Cl)n[nH]c1=O	104	13	-4	-25	0	-0.2	102	9	-9
